High-throughput results deposited in PubChem by Broad Institute.
Cneo AK release – causes C. neoformans cell lysis; lysis activity, % at 15 µM; AID 651654; 0.2% of 360,000 active; adenylate kinase release luminescence, 4 h; normalised: neutral wells 0, clomiphene wells 100;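 active = mean lysis activity across replicates of at least 80%, whatever share of replicates individually reach that level; inactive = mean lysis activity below 80%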
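Test system: log-phase Cryptococcus neoformans yeast cells. Input: 5 × 10^6 yeast cells/mL. Medium: fresh YPD growth medium. Doses: single dose. Incubation: static 4 h at 37 °C with compound, 1 h detection. Measured by: luminescent adenylate kinase detection reagent. Read-out: signal increase indicating cell lysis. Benchmarks: Clomiphene.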
SIRT5 block – inhibitors of human sirtuin-5 desuccinylase | 1.1% of 330,000 active | inhibition, % at 15 µM | Purified SirT5, succinyl-peptide AMC, trypsin-coupled fluorescence | AID 652115 | Q9NXA8; in the data active = inhibition above about 15%; inconclusive = no clear call, values can overlap the other calls
Target sequence (Q9NXA8 whole entry, looked up): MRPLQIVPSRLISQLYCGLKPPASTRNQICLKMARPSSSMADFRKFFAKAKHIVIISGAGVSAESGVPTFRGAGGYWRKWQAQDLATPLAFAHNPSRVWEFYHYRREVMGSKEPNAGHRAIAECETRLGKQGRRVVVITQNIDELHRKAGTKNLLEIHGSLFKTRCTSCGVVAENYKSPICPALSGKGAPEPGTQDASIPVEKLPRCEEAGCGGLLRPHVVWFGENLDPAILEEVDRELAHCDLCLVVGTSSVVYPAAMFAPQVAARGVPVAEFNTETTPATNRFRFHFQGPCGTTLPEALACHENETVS
esBAF inh – SWI/SNF esBAF complex inhibition; 2% of 350,000 active; AID 602393; mouse ES cells, Bmi1-luciferase knock-in reporter, 24 h; 100% = twice the neutral-well signal; reporter increase, % at 12.5 µM; in the data active = activation above about 40%; inconclusive = no clear call, values can overlap the other calls;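 also: 0% = median of the plate's neutral control wells and 100% = double that signal; a rise in the Bmi1 reporter signal indicates esBAF inhibition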
ARNT TACC3 PPI – disrupts binding between human ARNT and TACC3; AlphaScreen His-ARNT PAS-B/GST-TACC3 binding, luminescence; TACC3 fragment carries E629A point mutation; Q9Y6A5; 0.66% of 390,000 active; inhibition, % at 9.99 µM;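 active = mean inhibition of replicates at least 50% and at least half of replicates each reaching 50%; inconclusive = half or more replicates reach 50% but mean below 50%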;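 also: 0% = complete ARNT plus TACC3 wells and 100% = ARNT alone without TACC3; many hits fall short of the cut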
C2C12 statin – protects C2C12 myotubes from simvastatin toxicity. ATP luminescence, 48 h; scaled: DMSO 0, geranylgeraniol control 100. AID 602340. 0.78% of 330,000 active. rescue of ATP level, % at 7.49 µM;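 active = mean ATP rescue above about 67%, or every replicate alone reaching that limit, limit read from the data, passing the limit was not always enough; inconclusive = no clear call, values can overlap the other calls; inactive = mean under the limit and some replicate under it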;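 also: myotubes were challenged with 10 µM simvastatin during compound exposure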
ERp5 inh – inhibitors of human ERp5 | ERp5 insulin aggregation, absorbance 650 nm, 90 min | inhibition, % at 9.99 µM | 0.05% of 350,000 active | AID 651711;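 active = mean replicate inhibition above about 25%, with every replicate also reaching it, limit read from the data, passing the limit was not always enough; inconclusive = only one of those two criteria met; inactive = neither criterion met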
Target sequence (Q15084 whole entry, looked up): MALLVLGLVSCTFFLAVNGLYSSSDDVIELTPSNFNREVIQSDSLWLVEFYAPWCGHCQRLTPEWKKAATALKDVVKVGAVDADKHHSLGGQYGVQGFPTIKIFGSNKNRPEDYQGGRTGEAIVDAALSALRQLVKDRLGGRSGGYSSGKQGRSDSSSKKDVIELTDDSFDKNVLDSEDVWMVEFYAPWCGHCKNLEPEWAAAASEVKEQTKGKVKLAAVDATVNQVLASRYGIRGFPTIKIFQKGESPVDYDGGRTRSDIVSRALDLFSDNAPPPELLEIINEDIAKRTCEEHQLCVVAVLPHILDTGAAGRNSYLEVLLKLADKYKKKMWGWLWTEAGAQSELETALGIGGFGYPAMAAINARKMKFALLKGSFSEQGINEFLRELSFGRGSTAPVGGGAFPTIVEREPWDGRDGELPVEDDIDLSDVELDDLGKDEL
miR122 inh – inhibitors of miR-122 in Huh7 cells; Huh7 miR-122 Renilla luciferase sensor, 48 h; neutral wells = 0, positive control = 100; activation (reporter increase), % at 12.5 µM; 0.3% of 340,000 active;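 active = mean replicate activation score at least 90 and every replicate individually at or above 90; inconclusive = only one of the two criteria met; inactive = neither criterion met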;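 also: higher luciferase means less miR-122 activity so hits act as miR-122 inhibitors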
Active calls of the source: *; ? = inconclusive; / = no result given; [ ] = dose if it differs, or a comment.

Key to letters: A = Cneo AK release; B = SIRT5 block; C = esBAF inh; D = ARNT TACC3 PPI; E = C2C12 statin; F = ERp5 inh; G = miR122 inh
COC(=O)Cc1c(C)c2ccc(OC3CCCCC3=O)c(C)c2oc1=O (stereo not drawn)
  A: 3 | B: -6 | C: 14 | D: -6 | E: -14 | F: 1 | G: 10
CCCCCCNS(=O)(=O)c1nc2nc(C)cc(C)n2n1
  A: 4 | B: -1 | C: 1 | D: -1 | E: 1 | F: 5 | G: -7
Nc1cccc2c(=O)c3ccccc3[nH]c12
  A: 1 | B: -2 | C: 4 | D: 4 | E: 1 | F: -4 | G: 4
CC(=O)Nc1cc(-c2ccccc2Cl)cn2c(-c3ccc(S(C)(=O)=O)cc3)cnc12
  A: -1 | B: -5 | C: -1 | D: / | E: -20 | F: 3 | G: -2
Cc1ccc(NC(=O)c2cccc(Cl)c2)nc1
  A: 3 | B: / | C: 28 | D: -24 | E: 2 | F: / | G: -6
CN(C(=O)Nc1ccc(F)cc1)[C@H]1C[C@H]2c3[nH]c4ccccc4c3CCN2C(=O)[C@H]1CO
  A: 0 | B: 1 | C: -5 | D: / | E: 9 | F: -5 | G: -4
Cc1cc(C(=O)N/N=C/c2ccc(-c3ccc(C)c(Cl)c3)o2)n[nH]1
  A: 1 | B: -1 | C: / | D: / | E: / | F: 1 | G: 8
CC(C)(C)OC(=O)C[C@@H]1C/C=C\C[C@H](CC(=O)N(CCO)Cc2ccccc2)C(=O)N[C@H](C(C)(C)C)COC1=O
  A: 11 | B: / | C: -1 | D: -10 | E: -10 | F: 5 | G: -2
COc1ccc(/C=N/NC(=O)CCc2n[nH]c(=O)[nH]c2=O)cc1O
  A: / | B: 7 | C: / | D: 1 | E: / | F: 4 | G: -2
CCCCOC(=O)Nc1sc2c(c1C(=O)OC)CCC2
  A: 0 | B: / | C: -6 | D: -3 | E: 4 | F: / | G: 5
C=CCOc1cccc(/C=C2\C(=O)N(Cc3ccc(C)cc3)C(C)=C2C(=O)OC)c1
  A: / | B: 1 | C: / | D: 2 | E: / | F: -7 | G: /
CC1CCCCC1NS(=O)(=O)c1ccc2c(c1)CC(=O)N2C (stereo not drawn)
  A: 7 | B: 1 | C: -7 | D: -6 | E: -4 | F: 6 | G: 4
CC(C)NC(=O)Cn1cc(S(=O)(=O)N2CCCC2)c(S(=O)(=O)N2CCCC2)c1
  A: 0 | B: -5 | C: -1 | D: -7 | E: -14 | F: -13 | G: -1
Cc1csc(=O)n1CC(=O)Nc1ccc(C(C)C)cc1
  A: 1 | B: -2 | C: ? | D: -3 | E: -21 | F: 4 | G: /
C=C(C)C(=O)Nc1cccc(C2=NOC3(C2)C[C@H](C(N)=O)N(C(=O)c2ccccc2C(=O)c2ccccc2)C3)c1 (stereo partly drawn)
  A: 3 | B: 2 | C: -1 | D: 0 | E: 24 | F: -1 | G: -4
CCOC(=O)CNC(=O)CCNS(=O)(=O)c1ccc2c(c1)c(=O)n(C)c(=O)n2C
  A: 0 | B: / | C: -2 | D: 18 | E: 0 | F: / | G: -7
O=C(O)c1nccnc1C(=O)NCc1csc2ccc(Cl)cc12
  A: 1 | B: -3 | C: / | D: 3 | E: / | F: 1 | G: -8
C=CCOc1ccc(C2=NO[C@@H]3[C@@H]4C[C@@H]([C@H]5C(=O)N(C)C(=O)[C@@H]45)[C@H]23)cc1
  A: 0 | B: 0 | C: / | D: / | E: / | F: 5 | G: -1
COc1ccc(Nc2cc(Nc3cc(OC)c(OC)c(OC)c3)ncn2)cc1
  A: -3 | B: 1 | C: 0 | D: -1 | E: -29 | F: 0 | G: /
C[C@@H]1CN([C@H](C)CO)C(=O)c2cc(C#Cc3ccc(F)cc3)cnc2O[C@H]1CN(C)CC1CCOCC1
  A: 2 | B: 3 | C: -5 | D: 0 | E: 11 | F: -2 | G: 1[16.7 µM]
COc1ccccc1/C=C1\SC(=S)N(CCC(=O)NNC(=O)c2ccccc2OC)C1=O
  A: / | B: -1 | C: -29 | D: 6 | E: 0 | F: 2 | G: 2
CC(C)(C)OC(=O)N1CCC(c2cc(-c3cccs3)n[nH]2)CC1
  A: 0 | B: 1 | C: 15 | D: 5 | E: 10 | F: 2 | G: 2
CC(C)c1cc(CN2CCN(CCC#N)CC2)cc(C(C)C)c1O
  A: 1 | B: / | C: -3 | D: -2 | E: 17 | F: / | G: -3
O=C(CC(c1ccccc1)c1cc(Cl)ccc1O)NCCCN1CCOCC1 (stereo not drawn)
  A: -1 | B: -4 | C: 3 | D: 3 | E: 29 | F: -2 | G: -1
COc1ccc(N2CCN(C(=O)CN(c3cccc(Br)c3)S(C)(=O)=O)CC2)cc1
  A: 0 | B: / | C: 1 | D: 13 | E: -4 | F: / | G: 6
COc1ccc(C(c2c(C)[nH]n(C(N)=S)c2=O)C(C#N)C#N)cc1 (stereo not drawn)
  A: 0 | B: / | C: -9 | D: 28 | E: 6 | F: / | G: -4
COc1ccc(NC(=O)/C=N/O)cc1
  A: / | B: 1 | C: / | D: 13 | E: / | F: 3 | G: -3
Cc1c([N+](=O)[O-])cc(C(=O)Nc2ccc3ncccc3c2)cc1[N+](=O)[O-]
  A: -1 | B: -4 | C: 0 | D: -4 | E: -20 | F: 2 | G: 1
C1=C(C(c2nnnn2C2CCCCC2)N2CCCCC2)COc2ccccc21 (stereo not drawn)
  A: -1 | B: / | C: 10 | D: 1 | E: 5 | F: / | G: -6
CC(=O)c1ccc(NC(=O)C2CC2c2ccccc2)cc1 (stereo not drawn)
  A: / | B: -3 | C: / | D: -7 | E: / | F: -10 | G: /

Arranged by heavy-atom count (smallest number first): 10 of the compounds above
Key to letters: A = Cneo AK release; B = SIRT5 block; C = esBAF inh; D = ARNT TACC3 PPI; E = C2C12 statin; F = ERp5 inh; G = miR122 inh
Cc1ccc(NC(=O)c2cccc(Cl)c2)nc1
  A: 3 | B: / | C: 28 | D: -24 | E: 2 | F: / | G: -6
Cc1csc(=O)n1CC(=O)Nc1ccc(C(C)C)cc1
  A: 1 | B: -2 | C: ? | D: -3 | E: -21 | F: 4 | G: /
CC(=O)c1ccc(NC(=O)C2CC2c2ccccc2)cc1 (stereo not drawn)
  A: / | B: -3 | C: / | D: -7 | E: / | F: -10 | G: /
O=C(O)c1nccnc1C(=O)NCc1csc2ccc(Cl)cc12
  A: 1 | B: -3 | C: / | D: 3 | E: / | F: 1 | G: -8
COc1ccc(/C=N/NC(=O)CCc2n[nH]c(=O)[nH]c2=O)cc1O
  A: / | B: 7 | C: / | D: 1 | E: / | F: 4 | G: -2
Cc1c([N+](=O)[O-])cc(C(=O)Nc2ccc3ncccc3c2)cc1[N+](=O)[O-]
  A: -1 | B: -4 | C: 0 | D: -4 | E: -20 | F: 2 | G: 1
COc1ccc(Nc2cc(Nc3cc(OC)c(OC)c(OC)c3)ncn2)cc1
  A: -3 | B: 1 | C: 0 | D: -1 | E: -29 | F: 0 | G: /
CCOC(=O)CNC(=O)CCNS(=O)(=O)c1ccc2c(c1)c(=O)n(C)c(=O)n2C
  A: 0 | B: / | C: -2 | D: 18 | E: 0 | F: / | G: -7
CC(=O)Nc1cc(-c2ccccc2Cl)cn2c(-c3ccc(S(C)(=O)=O)cc3)cnc12
  A: -1 | B: -5 | C: -1 | D: / | E: -20 | F: 3 | G: -2
C[C@@H]1CN([C@H](C)CO)C(=O)c2cc(C#Cc3ccc(F)cc3)cnc2O[C@H]1CN(C)CC1CCOCC1
  A: 2 | B: 3 | C: -5 | D: 0 | E: 11 | F: -2 | G: 1[16.7 µM]

(listing goes on)
Results follow in this order: Cneo AK release	SIRT5 block	esBAF inh	ARNT TACC3 PPI	C2C12 statin	ERp5 inh	miR122 inh
- Cc1ccc(C2C(=O)c3ccccc3C2=O)cc1
→ 0	3	1	-2	3	0	-2
- O=C(Cc1ccccc1)c1ccccc1C(=O)N1CCCCC1
→ 1	0	15	-3	11	2	1
- COc1ccc(OC)c(S(=O)(=O)Nc2ccccc2O)c1
→ /	0	/	2	/	-8	/
- COc1ccccc1NC(=O)Cc1noc(CSc2nnc(C(F)(F)F)n2C)n1
→ /	-3	/	-6	/	1	/
- Cc1nonc1C1CCCN1C(=O)c1cc(COc2ccc(F)cc2F)on1 (stereo not drawn)
→ /	-4	/	-5	/	-1	/
- COc1ccc(NC(=O)N(C)C[C@@H]2Oc3ccc(NS(=O)(=O)c4ccc(Cl)cc4)cc3C(=O)N([C@@H](C)CO)C[C@@H]2C)cc1
→ 2	6	-2	-36	/	-4	3[16.7 µM]
- O=C(/C=C/c1ccco1)Nc1ccccc1C(=O)Nc1cccc(C(=O)O)c1
→ -30	2	/	12	/	0	14
- Cc1ccc(/C=C/c2nnc(-c3cccs3)o2)cc1
→ 0	/	-40	12	30	/	11
- COc1ccc(C=NNC(=O)c2cc(C)oc2C)cc1O
→ 0	2	66*	16	-6	-9	9
- Nc1c(C(=O)NCc2ccco2)nnn1CC(=O)Nc1ccccc1
→ 0	/	-4	-3	97*	/	-2
- O=C(NCC(=O)N1CCCCCC1)c1ccc(Br)cc1
→ 3	1	14	1	-10	2	3
- Cc1ccc(Oc2nc3ccccn3c(=O)c2/C=C(\C#N)C(=O)Nc2c(C)n(C)n(-c3ccccc3)c2=O)c(C)c1
→ -2	-3	/	6	/	-3	-6
- O=C(c1cc(-c2ccccc2)nn1-c1ccccc1)N1CCN(S(=O)(=O)c2ccc(F)cc2)CC1
→ /	-2	/	-5	/	3	/
- COc1ccccc1C#Cc1ccc([C@H]2[C@@H](C#N)N(C(=O)C3CCC3)[C@H]2CO)cc1
→ -4	2	36	35	-280	2	/
- COc1ccc(S(=O)(=O)Nc2ccc3c(c2)n(C)c(=O)n3C)cc1C
→ /	-2	-5	-5	8	0	79
- CN(C)C=C1C(=O)c2ccccc2C1=O
→ -8	/	15	3	/	/	1
- CCOC(=O)C1(CCOC)CCN(C(C)CCc2ccc(OC)cc2)CC1 (stereo not drawn)
→ /	-1	/	8	/	4	/
- CCC(=O)N1N=C(c2ccccc2)CC1c1ccc([N+](=O)[O-])cc1 (stereo not drawn)
→ 1	-3	2	6	33	-8	0
- COC(=O)[C@H](Cc1ccccc1)NC(=O)NCCc1ccc(S(N)(=O)=O)cc1
→ 5	/	-5	-9	-4	/	8
- CC(C)(C)c1ccc(C(=O)N2CCNC(=O)C2CC(=O)Nc2ccc(F)cc2)cc1 (stereo not drawn)
→ 1	-2	-2	-1	-2	1	8
- C[C@@H]1CN([C@@H](C)CO)C(=O)c2cc(NC(=O)CCCN(C)C)ccc2O[C@H]1CN(C)Cc1ccc(-c2ccccc2)cc1
→ 4	2	-7	15	-6	-2	-21[16.7 µM]
- Cc1ccc(S(=O)(=O)Nc2ccc3c(c2)C(=O)N([C@H](C)CO)C[C@@H](C)[C@H](CN(C)Cc2ccc(Cl)c(Cl)c2)OCCCC[C@H](C)O3)cc1
→ -23	19*	-3	17	/	4	-12[16.7 µM]
- C/C(=N\NC(=S)Nc1ccc(F)cc1)c1ccc2c(c1)OCCO2
→ 5	-1	/	16	/	2	-7
- Cc1c(NC(=O)Nc2ccc(C(C)(C)C)cc2)c(=O)n(-c2ccccc2)n1C
→ 1	2	-3	-18	-18	0	/
- Cc1ccc(NC(=S)/N=C(\N)Nc2nc(C)c3cc(C)ccc3n2)c(C)c1
→ 1	0	-1	-14	-7	2	7
- CCCc1c(CC)c(=N)c2ccccc2n1C
→ /	-3	-10	-5	-79	7	-18
- CCOC(=O)c1cnc(SC)nc1Oc1cccc(NC(=O)c2ccc(C)cc2)c1
→ 0	/	-7	2	/	/	-11
- CCN(C(=O)CSc1ncn[nH]1)C1CCCCC1
→ 3	/	7	-14	-2	/	-14
- CCc1ccccc1N1C(=O)C2CC(C)=C(C)CC2C1=O (stereo not drawn)
→ -3	/	-12	-20	-13	/	-1
